# Lamin A splicing: LMNA splicing modulation | HeLa LMNA splicing GFP/RFP minigene ratio, 48 h | Potency, µM (doses to about 46.1 µM), inactives show top-dose ratio change, negative = inhibition, hits mostly inhibitors | actives 0.01% (n = 200,000); active means well fitted inhibition curve with a large enough effect in the signal ratio, with a control signal flat, not every such curve was filed as active; inconclusive means small, poorly fitted or top-dose-only effect, or effect the other way, or a change in a side signal; the % refers to the signal ratio; further: on the % scale 0 is the no-effect control and ±100 the full control effect
#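 Read-out is the ratio of GFP to DsRed2 object intensity, acquired by 488 nm laser-scanning cytometry on HeLa lamin A-EGFP minigene reporter cells. Compound incubation 48 hrs at 37 °C in Opti-MEM with 2% FBS; DMSO 0.5% final.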
# SMN2 splice up: enhancers of SMN2 splice variant expression. AID 1458. Potency, µM (titrated, usually from 46.1 µM), inactives show top-dose activity change, positive = activation, hits mostly activators. HEK293 SMN2-luciferase splicing reporter, luminescence, 30-36 h. actives 2.8% (n = 210,000); further: % of control where 0% means no effect; nearly all actives have a fitted effect of over 55% in size
#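 HEK293 cells carry an SMN2 […]–luciferase reporter in which exon 7 inclusion puts luciferase in frame. Cells were plated 10-12 h before compound addition, then incubated 30-36 h at 37C. ONE-Glo luminescence was read; sodium butyrate at 4.5 mM final served as control.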
# RECQ1 helicase: RECQ1 (human) helicase inhibition. RECQ1 DNA unwinding, red fluorescence kinetic read. Potency, µM (series often up to 57.3 µM), without a hit: top-dose activity, negative = inhibition, usual class: inhibitors. actives 0.54% (n = 240,000). AID 2549;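 further: plate controls were vehicle for no effect and no enzyme for full effect; nearly all actives have a fitted effect of over 30% in size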
# Target sequence (P46063 whole entry, looked up): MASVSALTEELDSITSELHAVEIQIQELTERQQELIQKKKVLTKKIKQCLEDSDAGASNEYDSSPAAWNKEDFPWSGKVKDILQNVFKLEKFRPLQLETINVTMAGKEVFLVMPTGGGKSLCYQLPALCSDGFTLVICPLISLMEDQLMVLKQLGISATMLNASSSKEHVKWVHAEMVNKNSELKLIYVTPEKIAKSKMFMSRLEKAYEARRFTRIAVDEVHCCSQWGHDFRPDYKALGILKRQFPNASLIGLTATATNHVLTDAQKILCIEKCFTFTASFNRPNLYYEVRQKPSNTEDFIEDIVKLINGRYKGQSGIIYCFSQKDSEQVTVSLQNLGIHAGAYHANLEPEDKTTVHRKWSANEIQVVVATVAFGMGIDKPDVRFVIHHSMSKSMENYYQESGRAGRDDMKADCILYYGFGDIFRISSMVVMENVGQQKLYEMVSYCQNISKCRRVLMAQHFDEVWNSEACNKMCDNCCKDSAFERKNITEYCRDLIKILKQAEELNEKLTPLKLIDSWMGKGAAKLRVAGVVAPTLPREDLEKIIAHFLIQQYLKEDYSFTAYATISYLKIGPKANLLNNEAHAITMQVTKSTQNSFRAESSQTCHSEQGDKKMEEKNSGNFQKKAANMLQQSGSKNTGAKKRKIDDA
#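 50 nM RECQ1T1 preincubated 15 min with compound in Tris pH 8.0 buffer with MgCl2, DTT, Tween-20 and 2.5 ug/ml poly(dI-dC); started with 200 nM TAMRA/BHQ-2 forked duplex and 2 mM ATP. Unwinding read as fluorescence (525/598 nm), two reads 2 h apart.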
# KDM4E inh: JMJD2E (human) inhibition | B2RXH2 | JMJD2E catalytic domain, FDH-coupled NADH fluorescence (FDH is formaldehyde dehydrogenase) | Potency, µM (doses to about 57.1 µM), for inactives: at the highest dose activity change, negative = inhibition, most hits filed as inhibitors | actives 1.6% (n = 230,000); active means well fitted inhibition curve with a large enough effect, not every such curve was filed as active; inconclusive means small, poorly fitted or top-dose-only effect, or another doubt; inactive means no such curve, though single readings can be large or run the other way;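 further: 0% = wells with enzyme and -100% = buffer wells without enzyme; nearly all actives have a fitted effect of over 50% in size; many of its hits are not listed in these tables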
# Target sequence (B2RXH2 1-337 limits assumed): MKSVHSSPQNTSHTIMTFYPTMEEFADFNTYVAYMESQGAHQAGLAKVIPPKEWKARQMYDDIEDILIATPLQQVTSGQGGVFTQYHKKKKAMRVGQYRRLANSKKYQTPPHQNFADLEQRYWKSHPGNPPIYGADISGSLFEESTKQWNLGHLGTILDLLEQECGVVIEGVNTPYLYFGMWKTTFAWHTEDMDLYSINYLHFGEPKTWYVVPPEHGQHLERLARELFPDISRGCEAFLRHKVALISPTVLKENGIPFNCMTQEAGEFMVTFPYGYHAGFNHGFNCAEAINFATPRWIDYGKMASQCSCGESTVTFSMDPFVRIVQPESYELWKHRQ
# Tau ThT inhib: blocks human tau fibril formation measured by thioflavin T. P10636. recombinant tau K18 P301L (four-repeat tau fragment), heparin-induced fibrillization, ThT fluorescence. Potency, µM (doses to about 57.4 µM), for the others: at the highest dose activity, negative = inhibition, hits mostly inhibitors. actives 2.1% (n = 270,000). AID 1460; further: on the % scale 0 is the no-effect control and ±100 the full control effect; nearly all actives have a fitted effect of over 55% in size
# Target sequence (P10636 561-689 P618L limits assumed): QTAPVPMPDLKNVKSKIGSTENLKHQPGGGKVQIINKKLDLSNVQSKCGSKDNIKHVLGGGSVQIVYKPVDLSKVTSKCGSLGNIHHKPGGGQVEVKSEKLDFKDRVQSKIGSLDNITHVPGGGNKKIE
#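 Recombinant human tau K18 fragment […] carrying P301L, 15 uM unlabeled plus 0.24 uM Alexa 594-labeled, was fibrillized with 20 uM heparin in 100 mM sodium acetate pH 7 for 6 hr at 37 C; 30 uM ThT fluorescence read after 1 hr.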
# ALDH1A1 block: blocks purified human ALDH1A1 activity; Potency, µM (top dose mostly 75.3 µM), inactives show at the highest dose activity, negative = inhibition, actives largely listed as inhibitors; actives 7.3% (n = 220,000); P00352; Purified ALDH1A1, NADH fluorescence, propionaldehyde substrate; AID 1030; active means well fitted inhibition curve with a large enough effect, not every such curve was filed as active; inconclusive means small, poorly fitted or top-dose-only effect, or another doubt; inactive means no such curve, though single readings can be large or run the other way;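 further: plate controls were no enzyme wells and a reference inhibitor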
# L3MBTL1 block: L3MBTL1 (human) inhibition. Q9Y468. AlphaScreen L3MBTL1–H3K9me1 peptide binding. Potency, µM (series often up to 57.1 µM), inactives show top-dose activity, negative = inhibition, actives largely listed as inhibitors. actives 0.66% (n = 230,000); further: on the % scale 0 is the no-effect control and ±100 the full control effect; nearly all actives have a fitted effect of over 60% in size
#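 L3MBTL1 50 nM + b-AHA-H3(1-15)K9me1 75 nM, 30 min RT; compound added, 30 min RT; streptavidin donor/Ni-chelate acceptor beads 10 ug/mL each final, 30 min RT dark; AlphaScreen read.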
# Luc counter: Kinase-Glo luciferase inhibition (counter-screen); Q27757; Potency, µM (highest dose often 38.3 µM), without a hit: top-dose activity change, negative = inhibition, hits mostly inhibitors; actives 0.28% (n = 200,000); AID 1379; Kinase-Glo luciferase, ATP luminescence, 8 min; further: on the % scale 0 is the no-effect control and ±100 the full control effect; nearly all actives have a fitted effect of over 60% in size
#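 Inhibition of Kinase-Glo luciferase light generation was assessed at 10 uM ATP in pH 7.2 imidazole buffer, with luminescence measured after eight minutes at ambient temperature.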
# The depositor's hits bear a star; i = inactive; ? = inconclusive; · = no result given; [ ] = another dose, or the depositor's remark. Unless noted, the call rests on the fitted dose curve; in most records, active means well fitted curve in the direction sought with a large enough effect; inconclusive means small, poorly fitted or top-dose-only effect, or another doubt; inactive means no such curve, though single readings can be large; an effect the other way counts as inactive or inconclusive. Potency means the concentration at half of the fitted maximal effect.
# Sample of the layout (three entries):
SMILES,Lamin A splicing,SMN2 splice up,RECQ1 helicase,KDM4E inh,Tau ThT inhib,ALDH1A1 block,L3MBTL1 block,Luc counter
Cc1ccc(-n2c(C(C)n3nc(C)c([N+](=O)[O-])c3C)n[nH]c2=S)cc1 (configuration not stated),-3%,17%,i,0%,3%,-7%,19%,1%
O=C(Cn1ccccc1=O)c1cccs1,1%,10%,-1%,-4%,-9%,-7%,9%,3%
COc1ccc(-c2nc(N)n(C(=O)c3ccccc3Cl)n2)cc1,-13%,19%,1%,3%,-2%,0%,4%,-5%

# This part in full, from the first entry:
SMILES,Lamin A splicing,SMN2 splice up,RECQ1 helicase,KDM4E inh,Tau ThT inhib,ALDH1A1 block,L3MBTL1 block,Luc counter
Cc1ccc(-n2c(C(C)n3nc(C)c([N+](=O)[O-])c3C)n[nH]c2=S)cc1 (configuration not stated),-3%,17%,i,0%,3%,-7%,19%,1%
O=C(Cn1ccccc1=O)c1cccs1,1%,10%,-1%,-4%,-9%,-7%,9%,3%
COc1ccc(-c2nc(N)n(C(=O)c3ccccc3Cl)n2)cc1,-13%,19%,1%,3%,-2%,0%,4%,-5%
CCC(C)(C)n1nnnc1C(C(C)C)N1CCC(C(N)=O)CC1 (configuration not stated),2%,2%,-3%,7%,-5%,5%,-1%,-2%
COc1cc(C(F)(F)F)c(C(=O)NCc2cccc(Cl)c2)cn1,·,·,-10%,0%,1%,-8%,1%,·
O=c1c(Cc2ccccc2)c(O)nc2n1CCS2,10%,-1%,-10%,2%,-11%,0%,-4%,2%
CCSC(=O)NC12CC3CC(CC(C3)C1)C2,-2%,-11%,8%,3%,6%,2%,·,1%
CCC(C)C(NC(=O)c1ccccc1NC(=O)c1ccc(C)cc1)C(=O)O (configuration not stated),·,·,i,2%,-1%,5%,·,·
Cn1c(N)c(S(=O)(=O)NCc2ccc(Cl)cc2)c(=O)n(C)c1=O,-7%[46 µM],0%,-13%,0%,1%,?,4%,4%
CC(/C=C/c1ccc(OCc2ccccc2)cc1)=N\O,-7%,11µM*,-2%,0%,1%,11%,3%,-5%
CCCCN(C(=O)CN1CCOCC1)c1c(N)n(CC(C)C)c(=O)[nH]c1=O,-13%,·,-7%,1%,-5%,10%,-4%,·
O=C(/C=C/c1ccc(F)cc1)N1CCN(c2ncccn2)CC1,15%[46 µM],6%,-12%,-2%,-10%,8%,·,1%
COC(=O)C(NC(C)=O)(Nc1ccccn1)C(F)(F)F (configuration not stated),-2%[0.0737 µM],2%,-5%,1%,1%,-7%,1%,-3%
COc1ccc(C(=O)Nc2ccccc2C(=O)NC(Cc2c[nH]c3ccccc23)C(=O)O)cc1 (configuration not stated),?,-10%,17%,5%,-21%,-10%,-12%,-1%
CC(C)[C@H](NC(=O)OC(C)(C)C)c1nnc(S(=O)(=O)Cc2c(F)cccc2Cl)o1,?,29%,i,5%,-2%,0%,·,-1%
CSc1ccc(/C=C/C(=O)c2ccc(O)cc2)cc1,?,-3%,-4%,0%,?,18µM*,-9%,-18%
CCOC(=O)CCc1c(C)c2ccc(O)cc2oc1=O,-3%,-18%,-8%,?,-8%,?,7%,1%
CCOC(=O)Cn1c(=O)c2c(nc3n2CCN3c2ccc(C)cc2)n(C)c1=O,1%,18%,-8%,-6%,-22%,-1%,·,-7%
CCCCc1cc(=O)oc2c(CN3CCCC3)c(O)ccc12,-9%,-4%,-12%,?,-2%,?,-1%,-1%
Cc1[nH][nH]c(=O)c1[C@@H](c1ccccc1[N+](=O)[O-])C(C#N)C#N,·,·,-2%,-16%,?,25µM*,1%,·
COc1ccc(-c2cc(-c3nnc(COC(=O)C4CC4)o3)c3ccccc3n2)cc1OC,?,15%,-8%,?,-11%,?,48%[activator],1%
Cn1ncc(Br)c1C(=O)N1CCc2ccccc21,?,17%,0%,-4%,0%,-10%,-2%,-4%
CCNC(=O)c1c(N)sc2c1CCCCC2,5%,-6%,-5%,?,32µM*,28µM*,-7%,-11%
COc1cc2ncnc(NCc3cccs3)c2cc1OC,?,-23%,i,-15%,5%,-4%,2%,0%
COC(=O)c1sccc1NC(=S)Nc1cc(C)ccc1OC,·,-12%,0%,-14%,-8%,?,·,2%
COc1ccc2c(c1)C(=O)[C@H](OC(=O)NCc1ccc3c(c1)OCO3)[C@@H](c1ccc(OC)c(Br)c1)O2,·,-6%,-1%,3%,-3%,6%,·,-2%
COc1ccc(CC(=O)Nc2ccc(NC(=O)c3ccccc3F)cc2)cc1,·,·,i,?,0%,10%,13%,1%
COc1cc(C(=O)Oc2cccc(Nc3ncnc4ccccc34)c2)cc(OC)c1OC,?,-30%,-18%,?,?,-8%,-3%,1%
Cc1ccccc1NC1c2ccccc2C(=O)N1Cc1ccco1 (configuration not stated),11%,-5%,-15%,-5%,?,?,·,18%
O=C(/C=C/Nc1ccc(S(=O)(=O)Nc2ncccn2)cc1)c1ccc2ccccc2c1,·,·,i,-2%,5%,·,3%,·
O=C(CCc1nc(-c2ccccc2F)no1)NCCN1CCN(Cc2ccccc2)CC1,1%,-26%,i,3%,-9%,0%,3%,-1%
COC(=O)c1ccc(NC(=O)CC2C(=O)N(C)C(=S)N2Cc2ccc(S(N)(=O)=O)cc2)cc1 (configuration not stated),·,·,-5%,7%,-8%,·,-3%,·
COc1ccc2cc(C(=O)C3CCCN(C(=O)c4cnccn4)C3)ccc2c1 (configuration not stated),·,·,i,?,-5%,·,-4%,·
Cc1nnc2ccc(-c3cccc(NC(=O)c4ccco4)c3)nn12,·,?,-1%,5%,-14%,15%,·,-4%
CC(C)(C)SCCNC(=O)CN(c1ccc(F)cc1)S(C)(=O)=O,-5%,-8%,-7%,-8%,8%,-17%,-2%,0%
CC1CCN(C(=O)C2CCN(CCCc3ccccc3)CC2)CC1,-3%,8%,-7%,-3%,-13%,?,-5%,-4%
CC1CCN(c2ccc(/C=C(\C#N)c3nn(-c4ccccc4)c(N)c3C#N)cc2[N+](=O)[O-])CC1,0%,-18%,0%,12%,?,4%,-12%,1%
O=C(O)CCSc1nnc(-c2cccnc2)n1-c1ccccc1,14%,6%,-2%,-11%,-9%,3%,·,-3%
O=S(=O)(c1ccccc1F)N1CCN(C(=S)NCc2ccccc2)CC1,·,25%,-27%,8%,5%,16µM*,6%,3%
Cc1ccc(CNC(=O)CCc2nc3ccccc3c(=O)[nH]2)cc1,11%,-18%,-7%,-9%,-1%,8%,-1%,-3%
COc1ccc(N2CC(O)=C(c3nc(C)cs3)C2=N)cc1,-5%,-5%,-3%,0%,-13%,20µM*,-2%,-3%
Cc1ccc(S(=O)(=O)N2CCOCC2)cc1NC(=O)COC(=O)c1ccc(OCc2c(C)noc2C)cc1,-9%,-1%,5%,2%,6%,6%,-8%,4%
COc1cc(S(=O)(=O)NCC2COCCO2)ccc1-n1cnnn1 (configuration not stated),-2%,·,5%,-3%,-5%,-15%,·,0%
CCn1nc(C)c(CN2CCc3c([nH]c4ccccc34)C2C(C)(C)C)c1C (configuration not stated),·,·,i,?,-10%,-6%,-21%,·
O=C(N/N=C/c1ccccc1F)c1ccc(COc2ccccc2Cl)o1,-5%,-8%,-2%,5%,?,3%,-1%,0%
Cc1cc([N+](=O)[O-])cnc1Sc1nccn1C,0%,5%,-1%,6%,-5%,3%,7%,-1%
COCCNC(=O)CSc1nc2cc3c(cc2c(=O)n1Cc1ccco1)OCO3,5%,-17%,i,3%,-14%,13µM*,7%,-1%
O=C(COc1ccc(F)cc1)NN1C(=O)CSC1=S,21%[46 µM],13%,-7%,-1%,?,11%,-13%,1%
O=C(Nc1ccc(Cl)cc1)Nc1nc(-c2sccc2Br)cs1,?,-14%,?,3%,?,10%,-5%,-3%
CC1=C(C(=O)OCCOC(C)C)C(c2cccnc2)C2=C(CCCC2=O)N1 (configuration not stated),17%,1%,0%,?,-1%,?,-3%,-1%
Cc1ccc(C(=O)n2cnnc2N)cc1C,-7%,4%,i,2%,?,2%,-19%[11.4 µM],-1%
Cc1cc(=O)oc(C)c1C(=O)NCC1COc2ccccc2O1 (configuration not stated),5%,-14%,-3%,-2%,-9%,?,-2%,0%
COc1ccc(CN2C(=O)CCCc3ccccc32)cc1,?,0%,-8%,8%,0%,0%,-1%,1%
CCC1(CC)NC(=O)N(CC(=O)OCC(=O)Nc2ccccc2[N+](=O)[O-])C1=O,·,·,0%,-15%,-1%,?,·,·
COc1cccc(Cn2nnc(C(=O)Nc3cc(Cl)ccc3OC)c2N)c1,-5%,-27%,i,54%[activator],-3%,-2%,·,-1%
Cc1cccc(C)c1NC(=O)CNC(=O)Cc1ccc(Br)cc1,0%[46 µM],-8%,-10%,-3%,6%,8%,-3%,-1%
CCOC(=O)c1cnc(SCC(=O)Nc2ccc(N3CCOCC3)cc2)nc1N,5%,-21%,i,4%,?,0%,·,-2%
Nc1nc(-c2ccco2)nn1S(=O)(=O)c1ccc(Cl)cc1,13%[46 µM],·,3%,-1%,-8%,-4%,-1%,2%
O=C(CNC(=O)c1ccccc1)OCC(=O)N1N=C(c2ccc(Cl)cc2)CC1c1ccco1 (configuration not stated),·,-10%,-10%,-22%,?,-14%,2%,-1%
CCOC(=O)c1[nH]c(C)c(C(=O)NCCN2CCOCC2)c1C,1%,9%,-9%,-7%,-16%,2%,·,-1%
# Next section:
SMILES,Lamin A splicing,SMN2 splice up,RECQ1 helicase,KDM4E inh,Tau ThT inhib,ALDH1A1 block,L3MBTL1 block,Luc counter
CC(OC(=O)c1cc(-c2cccnc2)nc2ccccc12)C(=O)Nc1ccc2ccccc2c1 (configuration not stated),?,-1%,0%,-4%,3%,4%,-3%,-2%
Cc1sc2nc(C)n(/N=C/c3ccccc3)c(=O)c2c1C,-2%,-26%,-7%,1%,3%,5%,·,-1%
COc1cc(C)c(Cl)c(C)c1S(=O)(=O)NCc1cccnc1,9%,10%,95%[activator],-2%,-9%,-15%,·,8%
O=C(CS(=O)(=O)c1ccc2ccccc2c1)N1CCCCCC1,25%[46 µM],1%,1%,7%,-5%,?,·,1%

# Bioassay records (PubChem BioAssay)

# An excerpt; the hit share may differ from the screen's.
